Source: PubChem
Mm-Cpn inhibitor: M. maripaludis TRiC chaperonin inhibition | hit rate 0.031% among 330,000 | Potency, µM (doses to about 76.9 µM), for inactives: at the highest dose activity, negative = inhibition, hits mostly inhibitors | purified Mm-Cpn ATPase, ADP Transcreener TR-FRET; note: potency is the fitted concentration of half-maximal effect; % is set by controls: 0 for no effect and ±100 for the full control effect; nearly all actives have a fitted effect of over 80% in size
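Reaction buffer contained 30 mM Tris pH 7.4, 100 mM KCl, 5 mM MgCl2 and 1 mM DTT. Mm-CPN (25 nM final) hydrolysed 10 uM ATP over 30 min at 37°C; ADP was read by HTRF.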
Nrf2 activator: activates Nrf2 signaling | AREc32 ARE-luciferase reporter (MCF7-derived line), luminescence, 24 h | AID 624171 | hit rate 0.31% among 410,000 | Potency, µM (top dose mostly 46.1 µM), inactives show at the highest dose activation, actives largely listed as activators; note: potency is the fitted concentration of half-maximal effect; % of control where 0% means no effect; nearly all actives have a fitted effect of over 65% in size
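AREc32 cells carrying an ARE-driven firefly luciferase, 1000 cells/well in OPTI-MEM with 5% FBS, dosed after overnight attachment and incubated 24 hr at 37 deg C. Steady-Glo luminescence read after 30 min at RT.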
Nrf2 block: Nrf2 pathway inhibition; A549 ARE-Fluc reporter, luciferase luminescence, 18-24 h; Potency, µM (doses to about 46 µM), for the others: at the highest dose activity change, negative = inhibition, hits mostly inhibitors; hit rate 2.1% among 360,000; AID 504444; note: potency is the fitted concentration of half-maximal effect; % is set by controls: 0 for no effect and ±100 for the full control effect; nearly all actives have a fitted effect of over 60% in size
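Reporter: ARE-Fluc in A549. Exposure: 18-24 h, 37 °C, 5% CO2, 5% FBS OPTI-MEM. Readouts: fluorescent cytotoxicity (CellTiter-Fluor), then luminescent Nrf2 signal after BugLite.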
EPAC2 ag: activates human EPAC2 exchange factor; hit rate 0.079% among 360,000; AID 720711; EPAC2 activation, biochemical qHTS; response scale: 100% = 6.5 mM cAMP response; Potency, µM (highest dose often 154 µM), for the others: at the highest dose activation, actives largely listed as activators; Q8WZA2; note: potency is the fitted concentration of half-maximal effect; nearly all actives have a fitted effect of over 50% in size
Target sequence (Q8WZA2 whole entry, looked up): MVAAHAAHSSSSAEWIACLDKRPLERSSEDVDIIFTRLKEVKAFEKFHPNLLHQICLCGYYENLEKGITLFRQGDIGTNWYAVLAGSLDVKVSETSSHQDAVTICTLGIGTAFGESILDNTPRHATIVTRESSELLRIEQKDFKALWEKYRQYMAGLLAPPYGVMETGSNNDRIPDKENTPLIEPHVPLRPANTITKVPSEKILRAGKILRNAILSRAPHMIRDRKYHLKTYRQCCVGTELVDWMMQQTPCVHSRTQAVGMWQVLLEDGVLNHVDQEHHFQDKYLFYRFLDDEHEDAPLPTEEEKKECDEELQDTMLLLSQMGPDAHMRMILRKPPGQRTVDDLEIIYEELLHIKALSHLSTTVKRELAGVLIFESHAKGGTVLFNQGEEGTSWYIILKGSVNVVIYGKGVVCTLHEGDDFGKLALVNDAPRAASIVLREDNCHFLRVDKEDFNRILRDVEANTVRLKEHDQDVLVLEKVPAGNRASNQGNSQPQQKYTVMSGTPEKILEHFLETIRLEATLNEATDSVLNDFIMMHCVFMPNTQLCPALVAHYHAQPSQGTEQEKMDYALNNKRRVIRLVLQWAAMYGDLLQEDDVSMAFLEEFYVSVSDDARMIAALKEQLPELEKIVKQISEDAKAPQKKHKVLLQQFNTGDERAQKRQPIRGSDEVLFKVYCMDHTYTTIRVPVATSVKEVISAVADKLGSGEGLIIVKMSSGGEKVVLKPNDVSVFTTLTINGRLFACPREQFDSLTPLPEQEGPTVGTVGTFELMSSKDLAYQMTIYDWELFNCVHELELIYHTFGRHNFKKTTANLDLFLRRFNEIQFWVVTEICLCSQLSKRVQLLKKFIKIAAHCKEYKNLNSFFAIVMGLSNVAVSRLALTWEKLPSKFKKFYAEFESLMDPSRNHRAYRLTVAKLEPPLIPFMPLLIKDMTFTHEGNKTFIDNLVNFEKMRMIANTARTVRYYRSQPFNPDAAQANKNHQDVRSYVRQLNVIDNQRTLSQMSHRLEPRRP
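Each well held 100 nM EPAC2, 250 nM RAP1B-BODIPY-GDP and 50 uM GDP. Fluorescence, read at 5-min intervals to 30 min, was referenced to a 6.5 mM cAMP positive control.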
Akt phos inh: inhibitors of Akt phosphorylation | Neuro2A IGF-stimulated pAkt S473 HTRF, 20 min; hits give low values | activity change, % for hits at 50 µM | hit rate 0.32% among 360,000 | AID 651550; in the data active = activity change below about -80%; inconclusive = mostly about -51% to -80%; note: % is set by controls: 0 for no effect and ±100 for the full control effect
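Single-point screen (50 µM final compound) in Neuro2A cells stimulated 20 min with 6 nM IGF at 37 deg C. After lysis, Ser473-phosphorylated Akt read by HTRF (ex 330 nm, em 615/665 nm) as the 665/615 ratio.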
EPAC2 antagonist: EPAC2 (human) antagonism. hit rate 0.18% among 360,000. Potency, µM (doses to about 114 µM), without a hit: at the top dose activity, negative = inhibition, usual class: inhibitors. EPAC2 GEF exchange of Rap1B-BODIPY-GDP, fluorescence; note: potency is the fitted concentration of half-maximal effect; % is set by controls: 0 for no effect and ±100 for the full control effect; nearly all actives have a fitted effect of over 45% in size; many of its hits are not listed in these tables
TGFb inhibitor: blocks TGF-b signaling; hit rate 1.2% among 410,000; Potency, µM (top dose mostly 46.1 µM), without a hit: at the highest dose activity, negative = inhibition, hits mostly inhibitors; HepG2 CAGA-GFP TGF-b/SMAD3 reporter, GFP fluorescence, 18 h; TGF-beta stimulated, 500 pg/mL final; AID 588855; note: potency is the fitted concentration of half-maximal effect; % is set by controls: 0 for no effect and ±100 for the full control effect; nearly all actives have a fitted effect of over 65% in size
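HEPG2 CAGA-GFP, 1000 cells/well; 2 h settle, 37 C; cpd via pin tool; TGF-b 500 pg/mL final; 18 h, 37 C; GFP imaging ex488/em500-530; %Activity normalised to -TGF-b and +DMSO controls; CRC fit, curve class.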
CCT chaperon mod: changes cytosolic chaperonin activity. hit rate 0.3% among 360,000. activity change, % (test concentration not listed), hits read low. purified chaperonin ATPase assay, HTRF ADP detection, 30 min; in the data active = activity change below about -30%; note: % is set by controls: 0 for no effect and ±100 for the full control effect
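Enzyme 40 or 20 nM (batch-dependent) in Tris pH 7.4/KCl/MgCl2/DTT; cpd 76 uM single point; ATP 10 uM; 30 min 37 °C; Transcreener ADP HTRF detection, 30 min RT; ratio 665/615.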
A549 viability: kills or reduces viability of A549 cells in Nrf2 counter-screen; A549 ARE-Fluc cells, CellTiter-Fluor viability, 18-24 h; Potency, µM (series often up to 46 µM), for the others: top-dose activity change, negative = cytotoxicity, usual class: inhibitors; hit rate 0.16% among 390,000; AID 504648; note: potency is the fitted concentration of half-maximal effect; % is set by controls: 0 for no effect and ±100 for the full control effect
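A549 ARE_Fluc cells in 5% FBS OPTI-MEM were exposed to compounds in concentration-response for 18-24 h at 37 deg C. Viability was read by CellTiter-Fluor fluorescence (Ex 405/Em 525) after 30 min, before the luciferase read.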
* marks the source's active call; other numbers are inactive results; [ ] = another dose, or the depositor's remark. Unless noted, calls come from the whole dose curve; as a rule, active = well fitted curve in the direction sought with a large enough effect; inconclusive = small, poorly fitted or top-dose-only effect, or another doubt; inactive = no such curve, though single readings can be large; an effect the other way counts as inactive or inconclusive. The list is partial; the hit share may differ from the screen's.

Cc1ccccc1NC(=O)CSc1nc2ccc(NC(=O)COc3ccccc3F)cc2s1 was read as Nrf2 activator 3.7%, Nrf2 block inconclusive, TGFb inhibitor inconclusive and A549 viability -6%.
Screening O=S(=O)(c1ccc(S(=O)(=O)N2CCN(C3CCCCC3)CC2)cc1)N1CCCCCC1 returned Mm-Cpn inhibitor 2%, Nrf2 activator -0.8%, Nrf2 block 8%, EPAC2 ag 2%, EPAC2 antagonist 1%, TGFb inhibitor 16%, CCT chaperon mod -0.1 and A549 viability -6%.
Cc1cc(CNCCN(C)C)c(C)n1-c1cc(S(=O)(=O)N2CCOCC2)ccc1N1CCCC1 was read as Nrf2 activator -0.4%, Nrf2 block -1%, EPAC2 ag 11%, Akt phos inh inactive, EPAC2 antagonist -2%, TGFb inhibitor -9%, CCT chaperon mod 1.3 and A549 viability 6%.
For CCNc1ccccc(-c2ccc3ccccc3n2)c1=O the results were Mm-Cpn inhibitor 1%, Nrf2 activator 4.6%, Nrf2 block inconclusive, EPAC2 ag -2%, Akt phos inh inactive, EPAC2 antagonist 17%, TGFb inhibitor -11%, CCT chaperon mod -0.2 and A549 viability -9%.
`CC1CCN(C(=O)c2cc3nc(C4CC4)cc(C(F)(F)F)n3n2)CC1` gave Mm-Cpn inhibitor 0%, Nrf2 activator -0.5%, Nrf2 block 18µM*, EPAC2 ag 8%, Akt phos inh inactive, EPAC2 antagonist -7%, TGFb inhibitor -1%, CCT chaperon mod 0.1 and A549 viability -12%.
`CC(=O)c1cc(-c2ccccc2)n(CC(=O)NCc2ccccc2C)c1C` gave Nrf2 activator -0.2%, Nrf2 block 6%, TGFb inhibitor -12% and A549 viability 6%.
Screening CC1=CCC(C(=O)O)C(C(=O)Nc2ccc(-c3nc4ccc(C)cc4s3)cc2)C1 (configuration not stated) returned Mm-Cpn inhibitor -16%, Nrf2 activator -0.1%, Nrf2 block inconclusive, EPAC2 ag 4%, Akt phos inh inactive, EPAC2 antagonist -1%, TGFb inhibitor -3%, CCT chaperon mod -0.3 and A549 viability -2%.
O=C(Nc1ccc2nc(-c3cccnc3)[nH]c2c1)C1CCCCC1 was read as Mm-Cpn inhibitor 1%, Nrf2 activator 2.9%, Nrf2 block -17%, EPAC2 ag 2%, Akt phos inh inactive, EPAC2 antagonist 18%, TGFb inhibitor 0%, CCT chaperon mod 0.6 and A549 viability -1%.
`NS(=O)(=O)c1ccc(NC(=O)CN2CCN(Cc3ccccc3)CC2)cc1` gave Mm-Cpn inhibitor 0%, Nrf2 activator 0.1%, Nrf2 block 3%, EPAC2 ag -4%, Akt phos inh inactive, EPAC2 antagonist 3%, TGFb inhibitor inconclusive, CCT chaperon mod -8.5 and A549 viability -5%.
COC(=O)c1ccc(NC(=O)COc2ccc(S(=O)(=O)NC(C)C)cc2)cc1 was read as Mm-Cpn inhibitor -1%, Nrf2 activator 0.5%, Nrf2 block 2%, EPAC2 ag 5%, Akt phos inh inactive, EPAC2 antagonist 2%, TGFb inhibitor 6%, CCT chaperon mod -1.4 and A549 viability 2%.

Continued, overlapping the part above by 2 compounds.
`NS(=O)(=O)c1ccc(NC(=O)CN2CCN(Cc3ccccc3)CC2)cc1` gave Mm-Cpn inhibitor 0%, Nrf2 activator 0.1%, Nrf2 block 3%, EPAC2 ag -4%, Akt phos inh inactive, EPAC2 antagonist 3%, TGFb inhibitor inconclusive, CCT chaperon mod -8.5 and A549 viability -5%.
COC(=O)c1ccc(NC(=O)COc2ccc(S(=O)(=O)NC(C)C)cc2)cc1 was read as Mm-Cpn inhibitor -1%, Nrf2 activator 0.5%, Nrf2 block 2%, EPAC2 ag 5%, Akt phos inh inactive, EPAC2 antagonist 2%, TGFb inhibitor 6%, CCT chaperon mod -1.4 and A549 viability 2%.
For Cc1ccc2[nH]c(=O)c(CN(CCc3ccccc3)Cc3nnnn3CC3CCCO3)cc2c1 (configuration not stated) the results were Mm-Cpn inhibitor 1%, Nrf2 activator 0.0%, Nrf2 block 3%, EPAC2 ag 9%, Akt phos inh inactive, EPAC2 antagonist 1%, TGFb inhibitor 22%, CCT chaperon mod 0.8 and A549 viability 5%.
CCOC(=O)N1CCN(c2ccc(O)cc2)CC1 was read as Mm-Cpn inhibitor 1%, Nrf2 activator 0.4%, Nrf2 block inconclusive, EPAC2 ag 4%, Akt phos inh inactive, EPAC2 antagonist 12%, TGFb inhibitor -19%, CCT chaperon mod 2.0 and A549 viability -10%.
`O=C(CSc1ccc(-c2ccccc2)nn1)c1cccs1` gave Mm-Cpn inhibitor -1%, Nrf2 activator 7.1%, Nrf2 block inconclusive, EPAC2 ag 4%, Akt phos inh inactive, EPAC2 antagonist 14%, TGFb inhibitor -10%, CCT chaperon mod -0.1 and A549 viability 0%.
COC(=O)c1ccsc1NC(=O)c1cccc(OC)c1 was read as Mm-Cpn inhibitor -5%, Nrf2 activator inconclusive, Nrf2 block inconclusive, EPAC2 ag 11%, Akt phos inh inactive, EPAC2 antagonist -4%, TGFb inhibitor 11%, CCT chaperon mod -3.3 and A549 viability -10%.
Cc1ccc(S(=O)(=O)N2CCN(Cc3nc4ccccc4n3C)CC2)cc1 was read as Mm-Cpn inhibitor -1%, Nrf2 activator 1.8%, Nrf2 block -17%, EPAC2 ag 12%, Akt phos inh inactive, EPAC2 antagonist -2%, TGFb inhibitor -30%, CCT chaperon mod -1.4 and A549 viability -5%.
Brc1ccc2ncnc(NCc3ccco3)c2c1 was read as Mm-Cpn inhibitor -6%, Nrf2 activator inconclusive, Nrf2 block inconclusive, EPAC2 ag 4%, Akt phos inh inactive, EPAC2 antagonist 7%, TGFb inhibitor 0%, CCT chaperon mod 0.0 and A549 viability -16%.
For NC(=O)CC(NC(=O)Cc1ccc(Br)cc1)c1ccc(N2CCC(Br)CC2)c([N+](=O)[O-])c1 (configuration not stated) the results were Mm-Cpn inhibitor 3%, Nrf2 activator -1.9%, Nrf2 block inconclusive, EPAC2 ag 1%, Akt phos inh inactive, EPAC2 antagonist -10%, TGFb inhibitor inconclusive, CCT chaperon mod 0.3 and A549 viability -15%.
Cc1ccc(/C=C2/SC(=S)N(CCC(=O)N3CCOCC3)C2=O)cc1 was read as Mm-Cpn inhibitor 1%, Nrf2 activator 6.2%, Nrf2 block inconclusive, EPAC2 ag -1%, Akt phos inh inactive, EPAC2 antagonist 6%, TGFb inhibitor 6%, CCT chaperon mod -0.2 and A549 viability -3%.
CN1CCN(CC/C=C2/c3ccccc3Sc3ccc(S(=O)(=O)N(C)C)cc32)CC1 was read as Mm-Cpn inhibitor -1%, Nrf2 activator 22%, Nrf2 block 9%, EPAC2 ag -9%, Akt phos inh inactive, EPAC2 antagonist -17%, TGFb inhibitor inconclusive, CCT chaperon mod -0.1 and A549 viability inconclusive.
`COc1ccc(C(C)=O)cc1COC(=O)[C@H](Cc1ccccc1)NC(=O)c1ccco1` gave Mm-Cpn inhibitor 2%, Nrf2 activator 0.0%, Nrf2 block 2%, EPAC2 ag 3%, Akt phos inh inactive, EPAC2 antagonist -3%, TGFb inhibitor -3%, CCT chaperon mod -4.1 and A549 viability 1%.
For CSc1ncc(CN2CCC(C(=O)Nc3cccc(-c4cscn4)c3)CC2)cn1 the results were Mm-Cpn inhibitor -1%, Nrf2 activator 5.8%, Nrf2 block inconclusive, EPAC2 ag -3%, Akt phos inh inactive, EPAC2 antagonist -3%, TGFb inhibitor inconclusive, CCT chaperon mod -2.8 and A549 viability inconclusive.
`CCn1cc2c(n1)-c1c(oc(C(=O)Nc3ccc(Br)cc3F)c1C)CC2` gave Nrf2 activator 4.1%, Nrf2 block -4%, TGFb inhibitor 0% and A549 viability -1%.
Screening CN(C)S(=O)(=O)c1cccc(-c2nn(-c3ccccc3)cc2/C=C(/C#N)C(=O)NCc2ccco2)c1 returned Mm-Cpn inhibitor -13%, Nrf2 activator 1.9%, Nrf2 block -5%, EPAC2 ag 6%, Akt phos inh inactive, EPAC2 antagonist -2%, TGFb inhibitor -18%, CCT chaperon mod -4.2 and A549 viability 6%.
`CC(=O)Nc1ccc(S(=O)(=O)N(C#N)c2nc(N(C)C)nc(N(C)C)n2)cc1` gave Mm-Cpn inhibitor 1%, Nrf2 activator 0.1%, Nrf2 block 0%, EPAC2 ag 3%, Akt phos inh inactive, EPAC2 antagonist 8%, TGFb inhibitor 18%, CCT chaperon mod -0.4 and A549 viability 0%.
For Cc1nc2ccccc2n1CC(=O)NC1CCCC1 the results were Mm-Cpn inhibitor -3%, Nrf2 activator -1.0%, Nrf2 block -24%, EPAC2 ag 5%, Akt phos inh inactive, EPAC2 antagonist 14%, TGFb inhibitor -22%, CCT chaperon mod 0.4 and A549 viability 2%.
COc1cccc(Oc2nc3c(c(=O)n(Cc4ccccc4F)c(=O)n3C)n2C)c1 was read as Nrf2 activator 0.5%, Nrf2 block -4%, TGFb inhibitor -9% and A549 viability 3%.
Screening COc1ccc(C2NN=C(c3ccc(C)cc3)S2)cc1OC (configuration not stated) returned Mm-Cpn inhibitor 0%, Nrf2 activator 5.3%, Nrf2 block inconclusive, EPAC2 ag -14%, Akt phos inh inactive, EPAC2 antagonist -14%, TGFb inhibitor 5%, CCT chaperon mod -1.5 and A549 viability -8%.
Screening COc1ccc2c(c1)c1nc3ccccc3nc1n2CCCN1C(=O)c2ccccc2C1=O returned Mm-Cpn inhibitor -2%, Nrf2 activator -0.6%, Nrf2 block 8%, EPAC2 ag -32%[inhibitor], Akt phos inh inactive, EPAC2 antagonist 33%[activator], TGFb inhibitor 10%, CCT chaperon mod -0.9 and A549 viability -3%.
Screening Cc1ccc(C(=O)NCC(=O)N2CCCC(C(F)(F)F)C2)s1 (configuration not stated) returned Mm-Cpn inhibitor 1%, Nrf2 activator 0.1%, Nrf2 block 15%, EPAC2 ag 2%, Akt phos inh inactive, EPAC2 antagonist 5%, TGFb inhibitor -8%, CCT chaperon mod 0.0 and A549 viability -6%.
